aDG glyco up = increases alpha dystroglycan glycosylation | Pro5-aDG cells, alpha-DG glycosylation AlphaScreen (IIH6); 0% Pro5, 100% B10-LARGE cell signal | activation, % at 10 µM | AID 624168 | 360,000 tested, 0.22% active;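 active means activation of at least 8% versus controls, or a plate z-score of at least 8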;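 further: Pro5 are CHO cells carrying HIG-tagged alpha-DG that lacks glycosylation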
TRPM1 prom inh = reduces MITF-dependent TRPM1 promoter luciferase signal; SK-MEL-5 TRPM1 promoter luciferase, 24 h; inhibition, % at 12.5 µM; 330,000 tested, 0.83% active; AID 488899;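 active means mean inhibition across replicates of 60% or more, whatever share of single replicates reaches that level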; further: values of inactives mirror those of a sister screen read the other way
NR2E3 ag-1 = activates human photoreceptor nuclear receptor NR2E3 | 320,000 tested, 0.12% active | Q9Y5X4 | GST-NR2E3/biotin-RetCOR TR-FRET, 1536-well | inhibition of corepressor binding, % at 4.78 µM | AID 2300;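 active means percent inhibition above the cutoff of mean plus 3 SD of all tested compounds, set per screening campaign, cut at about 20% in these data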;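 further: 0% = DMSO wells and 100% = biotin wells as full block of FRET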
Target sequence (Q9Y5X4 whole entry, looked up): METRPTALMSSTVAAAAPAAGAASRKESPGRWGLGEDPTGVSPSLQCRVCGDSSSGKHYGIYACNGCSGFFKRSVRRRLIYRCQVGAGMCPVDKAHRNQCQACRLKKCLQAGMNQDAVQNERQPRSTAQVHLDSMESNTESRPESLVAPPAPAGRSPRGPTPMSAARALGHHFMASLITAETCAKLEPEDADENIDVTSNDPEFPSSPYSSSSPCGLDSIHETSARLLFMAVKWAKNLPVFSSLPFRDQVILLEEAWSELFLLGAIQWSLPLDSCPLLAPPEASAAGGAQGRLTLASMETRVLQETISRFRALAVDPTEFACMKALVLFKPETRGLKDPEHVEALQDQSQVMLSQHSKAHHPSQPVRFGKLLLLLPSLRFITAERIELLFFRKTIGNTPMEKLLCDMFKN
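Assay system: NR2E3–RetCOR corepressor complex. Quantity: 1.35 nM GST-NR2E3. Buffer or medium: pH 7.5 Tris-based buffer. Reagent: biotinylated RetCOR corepressor at 7 nM final. Schedule: 5 h at 4 °C. Detection: TR-FRET, emission read at 617 and 671 nm. Replicates: one well per compound, singlicate testing.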
CaV13 FRET inh = Primary screen for inhibitors of IQ motif and Ca2+-dependent inactivation inhibitor domain binding in CACNA1D, Förster resonance energy transfer in living cells, …; HEK cells, CFP/YFP FRET ICDI-IQ, plate reader, 10 min; percent FRET-ratio fall versus neutral wells; inhibition, % at 12.3 µM; 340,000 tested, 0.098% active;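 active means mean replicate inhibition of at least 30% and at least 1% of replicates passing that level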;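 further: 0% = median of the neutral control wells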
Peg3 prom inh = reduces Peg3 promoter-driven luciferase expression in HeLa; HeLa PEG-Prom luciferase reporter, luminescence, overnight; inhibition, % at 20 µM; 360,000 tested, 1.7% active;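 active means inhibition of at least 50% at 20 µM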
Exocytosis inh = lytic granule exocytosis inhibition; AID 651702; inhibition, % at 10 µM; 360,000 tested, 0.66% active; TALL-104 LAMP-1 surface exposure, flow cytometry; cells stimulated with thapsigargin and PMA;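 active means inhibition above about 55%, limit read from the data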
hiPSC survival = hiPSC single-cell survival enhancement; ATPlite luminescence; 100% = ROCK inhibitor wells, 0% = DMSO; 360,000 tested, 0.044% active; survival enhancement, % at 20 µM; in the data active means survival enhancement above about 18%;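 further: cells exposed to compounds for 16 hours before the ATP read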
Vif inh = inhibitors of HIV Vif; AID 602346; inhibition, % at 7.49 µM; HEK293T cells, Vif self-association by quenched fluorescence, imaging, 24 h; 340,000 tested, 0.35% active; in the data active means inhibition above about 50%, passing the limit was not always enough; further: some results filed as inactive read as strong as hits
PDI turbidity = inhibitors of human protein disulfide isomerase. P07237. PDI insulin aggregation turbidity, A650, 90 min. inhibition, % at 10 µM. 350,000 tested, 0.052% active;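 active means mean inhibition across replicates of 30% or more, whatever share of single replicates reach that level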;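 further: absorbance from insulin aggregation driven by PDI reduction with DTT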
Target sequence (P07237 whole entry, looked up): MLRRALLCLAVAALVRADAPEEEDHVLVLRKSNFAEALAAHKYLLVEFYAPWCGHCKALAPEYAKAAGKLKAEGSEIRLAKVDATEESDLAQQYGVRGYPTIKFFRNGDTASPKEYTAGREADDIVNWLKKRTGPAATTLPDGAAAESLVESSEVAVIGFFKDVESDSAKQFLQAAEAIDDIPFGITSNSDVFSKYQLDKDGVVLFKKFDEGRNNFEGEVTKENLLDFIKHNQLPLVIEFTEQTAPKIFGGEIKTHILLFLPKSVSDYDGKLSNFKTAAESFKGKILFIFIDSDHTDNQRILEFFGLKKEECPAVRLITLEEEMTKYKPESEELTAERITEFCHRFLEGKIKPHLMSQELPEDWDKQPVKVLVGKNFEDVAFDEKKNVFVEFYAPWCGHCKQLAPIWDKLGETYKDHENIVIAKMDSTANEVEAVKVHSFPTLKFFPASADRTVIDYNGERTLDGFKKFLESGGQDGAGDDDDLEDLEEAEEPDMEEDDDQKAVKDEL
NR2E3 ag-2 = human photoreceptor-specific nuclear receptor agonism; 360,000 tested, 0.35% active; AID 602229; inhibition of corepressor binding, % at 3.98 µM; CHO-S Gal4-NCOR/VP16-NR2E3 two-hybrid, luciferase;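 active means inhibition above the mean of all tested compounds plus 3 SD, cut at about 70% in these data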;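 further: 0% = DMSO with NR2E3 transfected cells and 100% = cells lacking NR2E3 construct; higher means lower luciferase signal from less NR2E3 corepressor binding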
HIF-2a block = inhibitors of HIF-2a. 786-0 RCC cells HIF-2a reporter, luciferase luminescence, overnight. inhibition, % at 18.8 µM. 360,000 tested, 0.72% active. AID 624352;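 active means inhibition of the luminescence signal of 40% or more relative to plate controls, in a single-dose primary screen at 18.75 µM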
Numbers without * were called inactive; x = no result given.

structure	aDG glyco up	TRPM1 prom inh	NR2E3 ag-1	CaV13 FRET inh	Peg3 prom inh	Exocytosis inh	hiPSC survival	Vif inh	PDI turbidity	NR2E3 ag-2	HIF-2a block
O=C(CSc1nnc(NC(=O)c2ccco2)s1)Nc1cccc(F)c1	0.2	-41	5	-3	-178	-4	0.9	1	-19	-30	-200
O=C(CN1CCCC1)Nc1cccc(Cl)c1	0.0	-2	1	-3	-7	1	0.4	-10	-1	-21	6
O=C(COC(=O)c1ccc(F)cc1F)NCCC1=CCCCC1	0.6	-10	-1	-16	-6	-6	-0.4	-7	-11	30	-5
CCOC(=O)CNC(=O)CSc1ncnc2c1cnn2-c1ccc(C)cc1	0.3	-6	-3	x	29	-2	0.5	-14	4	12	22
CCOC(=O)c1nnc(-c2cccs2)nc1NC(C)C	0.0	12	-4	-5	15	0	-1.8	1	-9	20	-7
COc1ccc(CN(C)[C@H]2C[C@H]3c4[nH]c5ccccc5c4CCN3C[C@H]2[C@H](C)O)cc1	0.1	x	x	-3	-18	-6	-1.1	-6	4	-11	-15
Cc1ccc(Nc2nc(NCCO)c3ccccc3n2)cc1C	0.2	-13	3	-5	54*	58*	0.2	0	-2	-10	-94
O=C1c2ccccc2C(=O)c2c(NCc3cccnc3)cccc21	0.2	6	3	-4	-19	-3	-0.3	-4	-4	-1	-150
COc1cc(C2NC(=O)NC(C)=C2C(=O)OC2CCCCC2)cc(Br)c1O (stereo not given)	-0.4	13	-1	-5	-43	8	0.2	8	6	-9	-18
O=C(COc1ccc(Br)cc1)Nc1nc(-c2cccnc2)cs1	0.1	8	0	1	3	-4	-0.1	1	10	-31	-6
CCOC(=O)N1CCN(C(=O)CSc2nc3ccccc3c(=O)n2-c2ccccc2)CC1	0.0	-16	3	-6	20	0	-1.6	-22	5	-8	15
O=C(NCCc1ccc2c(c1)OCCO2)c1ccc(F)cc1	0.8	-12	-1	-5	-111	-9	-1.0	-3	18	-35	-95
CC(C)(C)C(=O)N(Cc1ccc(Cl)cc1)Cc1cccnc1	-0.2	-8	3	-5	9	-7	-0.5	-14	-10	-3	19
CCS(=O)(=O)Nc1cccc(C2=NN(S(=O)(=O)c3ccccc3)C(c3ccco3)C2)c1 (stereo not given)	0.0	11	-2	0	29	0	-0.5	-2	0	-32	20
C[C@@H]1CCC(=O)N(CC[C@H](N=[N+]=[N-])c2ccccc2)CC1	0.4	-5	0	5	-27	-4	1.7	x	3	-7	-39
COc1ccc(C(=O)OCC(=O)N(Cc2ccccc2)Cc2ccccc2)c(O)c1	0.0	x	x	-5	16	6	1.5	3	-3	-18	11
Fc1ccccc1CSCc1nc2ccccc2[nH]1	-0.1	-88	0	-5	-282	-4	-0.5	-7	-5	-85	-293
CC(C)c1ccc(C(=O)CSc2n[nH]c(-c3ccncc3)n2)cc1	0.1	4	0	x	-23	2	-1.3	12	-1	1	-6
Cc1cccc(OCC(=O)Nc2cc(C)c(C)cc2O)c1	0.3	-7	-1	-7	-72	-2	1.4	-9	-4	3	-100
COCCN1Cc2cccc(C(=O)Nc3ccc(S(=O)(=O)N4CCOCC4)cc3)c2C1=O	-0.4	-8	-3	-1	12	-1	0.7	-2	-2	-15	25

One compound at a time, as listed above.
O=C(COC(=O)c1ccc(F)cc1F)NCCC1=CCCCC1 is entered as aDG glyco up: 0.6; TRPM1 prom inh: -10; NR2E3 ag-1: -1; CaV13 FRET inh: -16; Peg3 prom inh: -6; Exocytosis inh: -6; hiPSC survival: -0.4; Vif inh: -7; PDI turbidity: -11; NR2E3 ag-2: 30; HIF-2a block: -5
CC(C)c1ccc(C(=O)CSc2n[nH]c(-c3ccncc3)n2)cc1 is entered as aDG glyco up: 0.1; TRPM1 prom inh: 4; NR2E3 ag-1: 0; CaV13 FRET inh: x; Peg3 prom inh: -23; Exocytosis inh: 2; hiPSC survival: -1.3; Vif inh: 12; PDI turbidity: -1; NR2E3 ag-2: 1; HIF-2a block: -6

Other records.
structure	aDG glyco up	TRPM1 prom inh	NR2E3 ag-1	CaV13 FRET inh	Peg3 prom inh	Exocytosis inh	hiPSC survival	Vif inh	PDI turbidity	NR2E3 ag-2	HIF-2a block
CSc1nc(-c2ccccc2)nc(C(Cl)Cl)n1	-0.4	88*	-4	-3	98*	2	-3.7	19	7	-22	78*
Cc1ccc(SCc2c(C(=O)N/N=C/c3ccncc3)nnn2-c2nonc2N)cc1	-0.1	14	0	-16	8	6	0.2	-4	1	21	9
O=C(COC(=O)CNC(=O)c1cccc(OC(F)F)c1)NCc1ccc2c(c1)OCO2	-0.3	0	x	-5	4	-1	-0.3	-5	-2	-11	8
Cn1ccnc1SCC(=O)c1ccc(C#N)cc1	0.0	-12	2	-3	-19	-1	-0.3	11	-8	-32	37
CCn1nc(CC(=O)O)c2ccccc2c1=O	0.0	-1	0	-5	9	-2	2.2	7	-2	-4	10
CSc1sc2ccccc2[n+]1CCCS(=O)(=O)[O-]	0.0	-8	-1	-8	6	3	-1.5	-3	11	14	-2
O=C(O)c1cc(S(=O)(=O)NCC2COc3ccccc3O2)ccc1Cl (stereo not given)	-0.3	-2	x	-6	6	-18	0.6	8	4	14	3
Cc1cc2occ(CC(=O)NCc3cccs3)c2cc1C(C)C	0.0	1	-3	-6	21	2	10	-6	-3	-34	6
CC(C)(C)n1nc2c(c1NC(=O)COc1ccc(Cl)cc1)CSC2	-0.1	13	0	x	18	1	-0.7	0	12	0	-4
CC12CC3CC(C)(C1)CC(C(=O)N1CCCC1)(C3)C2	0.1	8	x	-6	10	2	0.3	-3	1	17	20
Cc1cc(O)ccc1NC(=O)Cc1cccc2ccccc12	0.0	10	x	-3	11	-9	-0.1	-2	2	12	6
CN(C)C(CNc1ncccn1)c1ccccc1 (stereo not given)	0.1	x	-4	-7	-6	24	-0.5	8	0	16	4
COc1cc(C(=O)N2CCN(c3ccc([N+](=O)[O-])cc3)CC2)ccc1OCc1c(C)noc1C	-0.3	11	0	-7	16	0	-1.6	11	-7	-19	10
Cc1noc(NS(=O)(=O)c2ccc(NC(=O)c3oc4ccc(F)cc4c3C)cc2)c1C	-0.1	8	x	-6	-49	0	0.1	2	-2	-35	-45
COc1ccc(Cl)cc1C(=O)NNC(=O)c1cccnc1	0.0	-4	-2	x	-18	-1	4.1	5	7	-5	-11
Cc1ccc(C(=O)N2CCN(C)CC2)cc1S(=O)(=O)N1CCCCCC1	0.1	-1	4	-10	-11	2	0.1	2	-4	2	4
Cc1cc(C(=O)N/N=C/c2ccccc2Br)no1	-0.2	-35	1	x	-90	-2	1.3	x	6	21	-148
CN(CC(=O)Nc1c(Cl)cccc1Cl)C(=O)CCC1CCCC1	0.2	4	2	-3	24	-4	1.5	4	-2	6	16
COc1cc(Nc2ccccc2Cl)c([N+](=O)[O-])nc1[N+](=O)[O-]	0.1	37	2	-2	5	-5	-1.7	-1	-1	16	6
c1ccc(CN2CCC3CC2c2cc(N4CCCCC4)ccc23)cc1 (stereo not given)	0.1	x	x	-6	5	-2	0.3	x	-4	19	-13
Cc1nc2c(sc(=S)n2Cc2ccco2)c(=O)n1CC(=O)Nc1ccccc1F	1.5	-1	2	-7	28	5	0.5	9	-2	3	2
CCCC#Cc1cnc2c(c1)C(=O)N([C@H](C)CO)C[C@H](C)[C@@H](CN(C)C(=O)CCN1CCCCC1)O2	-0.2	x	x	-7	-15	1	1.2	0	1	6	-3
CN1CCN(S(=O)(=O)c2ccc3[nH]c(=O)oc3c2)CC1	0.0	-2	-3	-5	10	0	0.0	-1	-1	0	16
CC(=O)c1cccc(CN2CCC(n3nccc3NC(=O)c3ccc4c(c3)OCO4)CC2)c1	0.5	-2	2	-6	12	-4	0.1	-3	2	-19	11
Cn1c(CCCCCN)nc2ccccc21	0.1	-2	6	-4	8	-2	2.9	-1	-5	-7	14
COc1ccc(S(=O)(=O)N2CCCCCC2)cc1C(=O)N1CCN(C(C)=O)CC1	-0.3	x	x	-7	11	-1	-3.2	x	6	-11	7
COC(=O)c1ccccc1NC(=O)CCC(=O)N1CCSc2ccccc21	0.0	-3	0	-5	19	-4	-1.5	1	x	-43	9
O=C(CSc1ncc(-c2ccccc2)[nH]1)Nc1cccc(O)c1	-0.2	-1	0	-8	-12	5	2.1	5	1	-16	-36
CCOC(=O)c1cc(NC(=O)Nc2ccc(OC)c(OC)c2)c(C)nc1C	-0.1	-1	1	-2	20	-1	-0.1	-11	-5	6	5
C[C@@H]1CN([C@H](C)CO)C(=O)CCCn2nncc2CO[C@H]1CN(C)Cc1ccc(Oc2ccccc2)cc1	0.3	x	x	-5	-7	4	-1.8	x	2	-5	5
CCOc1ccc2oc(C(=O)OCC(=O)NC3CCCCC3)c(C)c2c1	0.0	2	7	-18	-19	1	-1.6	10	-7	-24	-13
CC(C)(C)n1ncc2c(=O)n(CC(=O)c3ccc(Cl)cc3)cnc21	3.1	-67	3	x	-310	1	0.5	-4	-5	-102	-222
O=C(NNS(=O)(=O)c1ccc(Br)cc1)C1CCCCC1	0.2	-6	1	-5	3	-1	0.9	-7	7	-4	19
CCOC(=O)c1ccc(S(=O)(=O)N2CCN(CC3CC=CCC3)CC2)cc1 (stereo not given)	0.3	0	0	-3	12	-4	-1.6	-6	6	-9	15
O=C(N/C(=C\c1cccs1)C(=O)N1CCOCC1)c1ccco1	0.1	-7	0	0	11	-2	0.5	-5	-12	-2	12
Cn1c2ccccc2c2c(C(=O)NCCCN3CCCC3=O)cn(C3CCCCC3)c(=O)c21	0.1	-5	1	-6	10	4	0.2	-7	-1	5	11
C/C=C\C(=O)Nc1cccc(C2=NOC3(C2)C[C@@H](C(N)=O)N(C(=O)CC(c2ccccc2)c2ccccc2)C3)c1 (stereo not given in full)	-0.2	1	-1	-5	-10	-1	0.3	-5	10	11	3
CC1CC(C)CN(C(=O)C(C)N(C)CC(=O)Nc2ccccc2Cl)C1 (stereo not given)	1.3	11	-3	-7	4	-3	-0.6	-1	2	-1	14
O=C(COc1ccc(Cl)cc1)Nc1nnc(S(=O)(=O)N2CCCCCC2)s1	0.0	-13	-1	-7	11	-4	1.1	1	14	-7	8
CCN(CC)c1nc(Nc2ccc([N+](=O)[O-])cc2)nc(N(CC)CC)n1	-0.2	-12	5	-6	11	107*	-0.6	-3	-17	-10	15
COC(=O)c1ccccc1C(=O)N1CC(O)CO1 (stereo not given)	0.0	6	-3	-20	6	0	-0.7	1	0	-3	15
O=C(CCn1nc(-c2ccc(Cl)cc2)ccc1=O)N1CCOCC1	0.0	6	0	x	17	-6	4.5	-15	8	11	4
CCOC(=O)C1CCN(C(=O)CCC2CCCC2)CC1	0.0	3	-2	-5	1	-10	-0.6	3	0	-16	9
COc1ccc(N(C(C)=O)S(=O)(=O)c2cccc3cccnc23)cc1	-0.1	0	-1	-3	-1	-2	-2.5	0	3	-11	13
COc1ccc(Nc2nc(N)nc(CSc3nncn3C)n2)cc1	0.1	-14	-2	-4	-16	2	2.5	-1	-2	-6	-36

Screening data deposited in PubChem BioAssay by several laboratories.

Rows were taken by chance; overall some 3.5% were active at least once.
